Screening data as filed in PubChem BioAssay.
DSG3 Ab inh – inhibitors of pemphigus antibody binding to human desmoglein-3; binding (percent of control), % at 10 µM; 310,000 tested, 0.48% active; P32926; DSG3-coupled beads, scFv-anti-DSG3-GFP binding, flow cytometry; hits give low values;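 active = binding more than 3 SD below its plate's average and above zero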;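 also: hits lower antibody fragment binding to DSG3; some compounds called inactive have numbers as strong as hits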
AddAB inh – less growth of phage-infected E. coli with AddAB. E. coli expressing H. pylori AddAB, absorbance growth. inhibition, % at 11.9 µM. 330,000 tested, 0.29% active. AID 435030; in the data active = inhibition above about 12%;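 also: 0% = vehicle wells of infected cells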
SUMO Mot1 rescue – SUMOylation pathway inhibition by Mot1-301 growth rescue; growth rescue, % at 18.8 µM; 320,000 tested, 1% active; AID 2716; S. cerevisiae Mot1-301 growth rescue, ATP luminescence, 38.5C; percent above DMSO median, 100 means doubled;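 active = every valid replicate shows activation above 250% relative to neutral control wells; inactive = the rest, any valid replicate at or below 250%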;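 also: OY570 slx delta 5 strain wells were the positive control but not used for scaling; some compounds called inactive have numbers as strong as hits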
E coli growth – counter-screen for AddAB inhibitors: E. coli growth inhibition. E. coli V3065 growth, OD600 absorbance, 18 h. 330,000 tested, 0.27% active. inhibition, % at 11.9 µM;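 active = inhibition above the campaign's mean inhibition across all tested compounds plus 3 SD, cut at about 9.9% in these data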;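 also: uninfected addAB+ strain grown without phage in ampicillin broth; 0% = DMSO wells and 100% = ciprofloxacin 0.95 µg/ml wells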
HTR5A ag – activates human HTR5A in OPRM1-OPRD1 agonist counter-screen; P47898; HTR5A agonist assay, luminescence, cell-based; activation, % at 9.3 µM; 340,000 tested, 0.61% active; AID 504692; in the data active = activation mostly above about 9.5%, no sharp cut-off; inactive = mostly below about 7.6%;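 also: 0% = cells with vehicle only and 100% = reference agonist; strong numbers were not always called active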
OPRM1-OPRD1 ag – OPRM1-OPRD1 heterodimerization agonism | cells, luminescence | activation, % at 9.3 µM | 340,000 tested, 0.3% active | AID 504326; in the data active = activation above about 18%;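 also: 0% = vehicle-treated cells and 100% = reference agonist; values of inactives mirror those of a sister screen read the other way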
Target sequence (P35372 whole entry, looked up): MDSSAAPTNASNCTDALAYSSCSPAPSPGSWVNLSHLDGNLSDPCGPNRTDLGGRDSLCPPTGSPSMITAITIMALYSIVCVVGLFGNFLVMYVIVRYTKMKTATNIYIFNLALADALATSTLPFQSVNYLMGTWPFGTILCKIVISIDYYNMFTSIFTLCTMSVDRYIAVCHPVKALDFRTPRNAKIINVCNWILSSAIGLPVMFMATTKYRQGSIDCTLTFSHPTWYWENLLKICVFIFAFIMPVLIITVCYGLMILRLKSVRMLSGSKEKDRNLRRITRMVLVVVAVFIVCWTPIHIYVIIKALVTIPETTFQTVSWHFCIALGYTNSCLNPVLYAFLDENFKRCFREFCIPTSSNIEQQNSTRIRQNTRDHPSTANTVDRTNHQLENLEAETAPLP
Target sequence (P41143 whole entry, looked up): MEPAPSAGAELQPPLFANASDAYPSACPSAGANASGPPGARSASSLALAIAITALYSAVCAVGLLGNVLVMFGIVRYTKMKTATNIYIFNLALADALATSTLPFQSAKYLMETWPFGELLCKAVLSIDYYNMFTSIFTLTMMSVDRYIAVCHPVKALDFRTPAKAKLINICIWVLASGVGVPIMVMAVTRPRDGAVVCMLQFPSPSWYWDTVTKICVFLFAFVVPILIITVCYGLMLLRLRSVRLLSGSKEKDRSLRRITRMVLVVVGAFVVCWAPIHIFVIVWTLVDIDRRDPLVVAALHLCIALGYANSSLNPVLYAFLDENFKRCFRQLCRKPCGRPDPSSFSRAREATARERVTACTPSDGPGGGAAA
PKA-R1A act – PKA-R1A complex activation; 340,000 tested, 0.083% active; activation, % at 11.4 µM; AID 504707; PKA-R1A dissociation, Cy5-IP20 fluorescence polarization; scaled: DMSO 0%, 113 µM cGMP 100%;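 active = percent activation above the mean of all tested compounds plus 3 SD, cut at about 19% in these data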;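 also: higher means more PKAc released from R1A so a rise in polarization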
OPRM1-OPRD1 inv – mu-delta opioid heterodimer inverse agonism; 340,000 tested, 0.21% active; AID 504357; inhibition, % at 9.3 µM; cell-based MOR-DOR heterodimer luminescence; in the data active = inhibition above about 22%, passing the limit was not always enough;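 also: 0% = cells with DMSO and 100% = wells without cells with DMSO; values of inactives mirror those of a sister screen read the other way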
HTR5A inv ag – counter-screen for OPRM1-OPRD1 inverse agonists: human HTR5A inverse agonism. P47898. HTR5A cell line, luminescence. inhibition, % at 9.3 µM. 340,000 tested, 0.083% active; in the data active = inhibition mostly above about 23%, no sharp cut-off; inactive = mostly below about 18%;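 also: 0% = cells with DMSO and 100% = no-cell wells with DMSO; some compounds called inactive have numbers as strong as hits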
phage Ecoli inh – E. coli growth loss with phage present | inhibition, % at 11.9 µM | growth absorbance | 360,000 tested, 0.26% active | AID 651602; in the data active = inhibition above about 11%
PfHsp90 yeast 2 – reduces growth (ATP signal) of yeast expressing P. falciparum Hsp90 | 310,000 tested, 0.32% active | AID 504621 | S. cerevisiae expressing PfHsp90, BacTiter-Glo ATP, 48 h; yeast lacking PDR1 and PDR3 efflux regulators | inhibition, % at 9.4 µM;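 active = every replicate shows inhibition above about 80%, whatever the replicate mean, limit read from the data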;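 also: 0% = DMSO neutral controls and 100% = 20 µM radicicol positive controls; yeast relying on Plasmodium falciparum Hsp90 in place of its own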
* = called active by the depositor; . = no result given.

(1) CC(=O)C1=C(c2ccccc2)OC(N)=C(C#N)C1c1ccc(O)cc1 (configuration not stated)
(2) CCC1CCC(C(=O)NC(C(=O)NCCCN2CCCCC2C)C(C)C)CC1 (configuration not stated)
(3) COc1ccccc1-c1nnc(SCC(=O)c2c(N)n(C3CC3)c(=O)[nH]c2=O)o1
(4) N#CCCN1CCN(S(=O)(=O)c2ccc3c(c2)CCC3)CC1
(5) O=C(NCc1ccc2c(c1)OCO2)c1ccc(Br)s1
(6) Nc1nonc1-n1nnc(C(=O)N/N=C/c2ccco2)c1CSc1ccccc1
(7) CCCCNC(=O)c1ccccc1NC(=O)c1ccccc1N(C)S(C)(=O)=O
(8) CCn1c(SCCOc2ccc(Cl)cc2)nnc1-c1cccs1

assay / entry	1	2	3	4	5	6	7	8
DSG3 Ab inh	98.0	102.0	94.7	104.6	96.8	92.4	.	96.4
AddAB inh	1.6	-1.5	1.6	0.1	-2.2	0.5	-1.6	1.7
SUMO Mot1 rescue	-3.1	-2.9	-6.4	-13.0	3.3	-10.7	-4.1	-12.6
E coli growth	0.8	-0.4	-1.4	-1.8	-1.3	1.1	-0.4	0.0
HTR5A ag	-0.4	3.9	3.4	2.3	7.7	-0.5	-3.0	-2.3
OPRM1-OPRD1 ag	0.2	-2.5	-2.6	-4.3	-0.7	7.1	-1.2	-0.7
PKA-R1A act	-13.0	-7.0	-11.7	-13.6	-2.0	-7.4	-1.5	13.1
OPRM1-OPRD1 inv	-1.4	13.1	10.4	17.3	3.6	-37.5	6.8	3.6
HTR5A inv ag	-2.5	-12.2	-8.2	-5.7	-21.1	1.8	7.8	0.7
phage Ecoli inh	1.4	0.1	-1.1	3.6	2.8	1.6	0.8	4.7
PfHsp90 yeast 2	32.1	3.2	-3.8	11.0	5.4	11.3	.	.

Six compounds drawn at random from those above, as already listed:
(4) N#CCCN1CCN(S(=O)(=O)c2ccc3c(c2)CCC3)CC1
(1) CC(=O)C1=C(c2ccccc2)OC(N)=C(C#N)C1c1ccc(O)cc1 (configuration not stated)
(6) Nc1nonc1-n1nnc(C(=O)N/N=C/c2ccco2)c1CSc1ccccc1
(3) COc1ccccc1-c1nnc(SCC(=O)c2c(N)n(C3CC3)c(=O)[nH]c2=O)o1
(8) CCn1c(SCCOc2ccc(Cl)cc2)nnc1-c1cccs1
(7) CCCCNC(=O)c1ccccc1NC(=O)c1ccccc1N(C)S(C)(=O)=O

assay / entry	4	1	6	3	8	7
DSG3 Ab inh	104.6	98.0	92.4	94.7	96.4	.
AddAB inh	0.1	1.6	0.5	1.6	1.7	-1.6
SUMO Mot1 rescue	-13.0	-3.1	-10.7	-6.4	-12.6	-4.1
E coli growth	-1.8	0.8	1.1	-1.4	0.0	-0.4
HTR5A ag	2.3	-0.4	-0.5	3.4	-2.3	-3.0
OPRM1-OPRD1 ag	-4.3	0.2	7.1	-2.6	-0.7	-1.2
PKA-R1A act	-13.6	-13.0	-7.4	-11.7	13.1	-1.5
OPRM1-OPRD1 inv	17.3	-1.4	-37.5	10.4	3.6	6.8
HTR5A inv ag	-5.7	-2.5	1.8	-8.2	0.7	7.8
phage Ecoli inh	3.6	1.4	1.6	-1.1	4.7	0.8
PfHsp90 yeast 2	11.0	32.1	11.3	-3.8	.	.

Continuation:
(9) Cc1cc(C)c(OCC(=O)NCC2CCCO2)c(C)c1 (configuration not stated)
(10) Cc1ccc(C(C(=O)NCc2ccco2)N(CCc2ccccc2)C(=O)Cn2nnc3ccccc32)o1 (configuration not stated)
(11) Cc1nn(-c2ccccc2)c(C)c1/C=N/NC(=O)CSc1nnc(-c2ccccc2)n1-c1ccc(Cl)cc1
(12) O=C(Nc1nnc(S(=O)(=O)N2CCCCC2)s1)c1ccc(Cl)cc1
(13) CCN(CC(=O)NCc1ccc(Cl)cc1)C(=O)CSc1ccc(F)cc1
(14) COc1ccc(C2C(C(=O)N3CCN(c4ccccn4)CC3)CCC(=O)N2c2ccc(OC)cc2)cc1 (configuration not stated)
(15) O=C(c1ccc(Br)cc1)N(C1=NCCCCS1)c1ccccc1
(16) C[C@H]1CN[C@H](CCO)/C1=C\c1ccccc1

assay / entry	9	10	11	12	13	14	15	16
DSG3 Ab inh	114.0	.	93.0	93.7	114.2	105.7	103.2	108.5
AddAB inh	2.3	.	2.0	-2.8	0.5	4.8	1.8	.
SUMO Mot1 rescue	-7.9	.	3.2	19.1	2.7	-8.2	75.9	.
E coli growth	-0.5	.	-1.6	-0.4	-0.2	0.2	0.8	.
HTR5A ag	1.9	1.3	0.8	5.9	2.2	4.1	3.3	0.5
OPRM1-OPRD1 ag	-1.4	-3.3	-1.5	-0.2	-0.3	-1.1	-0.8	-1.9
PKA-R1A act	2.6	-4.7	2.0	-2.8	-10.4	-8.0	2.4	4.2
OPRM1-OPRD1 inv	6.7	13.9	9.4	1.0	1.9	5.6	4.5	8.7
HTR5A inv ag	-4.8	-3.2	-9.8	-21.5	8.1	-11.3	-33.2	-1.6
phage Ecoli inh	2.0	2.0	4.2	-0.9	0.1	2.0	2.8	4.8
PfHsp90 yeast 2	-10.8	-19.9	-3.6	17.7	6.1	-7.2	-5.1	-0.5

(17) CC(C)C(=O)OCc1cn(-c2ccc(Cl)c(Cl)c2)nn1
(18) CC(C)(C)NC(=O)C1Cc2ccccc2CN1C(=O)Nc1ccccc1Cl (configuration not stated)
(19) CCOc1ccc2cc(C3CC(c4ccco4)=NN3S(=O)(=O)c3ccccc3)c(Cl)nc2c1 (configuration not stated)
(20) COc1cc(C(CC(=O)N2CCCC2)c2c(OC)cc(OC)c3ccc(=O)oc23)cc(OC)c1OC (configuration not stated)
(21) Cn1nnc(NC(=O)c2ccc(C(C)(C)C)cc2)n1
(22) CN(C)C(=O)c1cc(C(=O)c2ccccc2C(F)(F)F)c[nH]1
(23) CCCCOc1ccc(CSc2n[nH]c(C)n2)cc1
(24) COc1ccc(C(=O)N/N=C/C(=O)c2ccccc2)cc1

assay / entry	17	18	19	20	21	22	23	24
DSG3 Ab inh	99.0	105.3	103.0	105.7	88.8	103.4	100.5	108.0
AddAB inh	1.4	-1.4	0.8	2.4	0.2	0.7	2.5	.
SUMO Mot1 rescue	13.3	4.4	-13.9	250.8	-5.1	5.3	-6.7	.
E coli growth	3.5	-1.7	2.1	-0.5	-0.5	-0.4	0.8	.
HTR5A ag	-3.6	0.1	-0.7	5.2	-0.7	-0.8	-5.4	1.5
OPRM1-OPRD1 ag	-1.6	-1.5	0.0	-1.9	-2.0	-1.1	-0.2	-3.8
PKA-R1A act	0.1	-1.5	-3.1	-2.9	9.5	-18.8	3.1	-8.1
OPRM1-OPRD1 inv	9.1	8.7	0.1	10.8	11.3	6.3	1.0	20.0
HTR5A inv ag	10.3	9.9	-6.3	-14.1	0.5	2.2	-14.3	-0.3
phage Ecoli inh	4.2	3.1	2.7	0.8	3.6	1.9	2.7	-1.6
PfHsp90 yeast 2	-3.5	11.4	-4.6	-35.3	.	0.9	.	1.6

(25) CC(C)CC1Nc2ccc(C(=O)NCc3ccc4c(c3)OCO4)cc2NC1=O (configuration not stated)
(26) O=C(N=C1SC2CS(=O)(=O)CC2N1Cc1ccccc1Cl)C1CC1 (configuration not stated)
(27) CC(=NNC(=O)c1ccncc1)c1cccc(Cl)c1
(28) CC(C)c1ccc(S(=O)(=O)NCc2ccc3c(c2)OCO3)cc1
(29) O=C(Nc1ccc(Oc2ccccc2)cc1)C1CCN(c2c3c(nc4ncnn24)CCC3)CC1
(30) N#CCCC(CCC#N)(CCC#N)c1cc[n+](CCc2ccccn2)cc1
(31) NS(=O)(=O)c1ccc(NC(=O)CN2CCCC2)cc1
(32) Cc1ccc2cc(C=O)c(N(C)C)nc2c1

assay / entry	25	26	27	28	29	30	31	32
DSG3 Ab inh	104.0	101.7	89.9	112.2	101.4	99.4	100.4	81.1
AddAB inh	3.3	1.5	.	0.5	3.1	2.4	-3.1	1.2
SUMO Mot1 rescue	7.3	4.8	.	4.9	49.2	-18.6	10.2	1.9
E coli growth	-1.8	0.6	.	-0.7	-3.4	-0.2	-0.9	0.1
HTR5A ag	4.8	-2.3	1.4	1.7	7.2	-0.5	2.3	-8.4
OPRM1-OPRD1 ag	2.7	-2.1	-3.2	3.5	-0.9	-2.7	-0.3	-5.7
PKA-R1A act	-10.2	-0.6	-7.5	-8.6	-8.4	-7.9	-6.1	5.8
OPRM1-OPRD1 inv	-18.9	10.6	16.1	-17.7	5.5	15.5	1.7	30.4
HTR5A inv ag	11.2	21.9	-5.3	13.1	-7.3	1.5	-6.2	21.2
phage Ecoli inh	.	-1.9	3.9	-0.8	1.4	3.0	1.5	4.2
PfHsp90 yeast 2	4.8	7.8	2.4	-14.1	-11.7	14.1	-1.9	-3.7

(33) N#Cc1nc(Cc2ccccc2)oc1NCc1ccccc1
(34) CN(CCc1ccccn1)C(=O)c1ccc(OC2CCN(Cc3ccccn3)CC2)cc1
(35) CCOC(=O)c1cnc(SCc2nc(N)nc(Nc3ccc(F)cc3)n2)nc1N
(36) O=C(CCN1C(=O)c2ccccc2C1=O)NCCC1=CCCCC1
(37) O=C(Nc1ccc(OC(F)(F)F)cc1)Oc1ccccc1N1CCCCC1
(38) O=C(Nc1cccnc1)c1ccc(COc2ccccc2Br)cc1
(39) COc1cc2c(cc1OC)CN(C(=O)c1cc(Cl)nc(Cl)c1)CC2
(40) COC(=O)Cc1cc(C)cc2c(=O)cc(-c3ccoc3)oc12

assay / entry	33	34	35	36	37	38	39	40
DSG3 Ab inh	100.3	.	96.0	103.5	99.4	96.4	102.9	108.5
AddAB inh	3.0	.	1.9	1.6	7.3	-0.7	-1.8	-2.1
SUMO Mot1 rescue	6.0	88.5	6.9	15.8	-26.7	7.5	-4.5	7.9
E coli growth	2.7	.	0.7	4.5	2.6	-1.4	2.3	-1.2
HTR5A ag	1.8	2.1	-0.2	1.8	.	-0.3	3.5	.
OPRM1-OPRD1 ag	0.6	-1.8	-0.6	-1.1	.	1.5	-2.5	.
PKA-R1A act	-15.1	-8.0	5.3	-5.4	.	7.5	-1.9	.
OPRM1-OPRD1 inv	-3.4	9.8	2.7	6.1	.	-8.1	10.9	.
HTR5A inv ag	17.7	-17.8	0.5	7.9	.	1.0	-12.7	.
phage Ecoli inh	4.8	2.2	5.0	1.5	4.5	0.8	-2.6	-0.2
PfHsp90 yeast 2	.	5.0	.	-32.6	.	4.7	-3.3	.

(41) Nc1ccc(S(=O)(=O)N2CCOCCOCCOCCOCCOCC2)cc1
(42) Cc1cccc2nc3ccccc3cc12
(43) Cc1ccc(Cn2ccc(NC(=O)c3noc4c3CCc3ccccc3-4)n2)cc1
(44) Cc1csc(NC(=O)c2ccc(S(=O)(=O)N3CCCC3)cc2)n1

assay / entry	41	42	43	44
DSG3 Ab inh	103.6	103.6	92.0	95.3
AddAB inh	3.3	0.9	1.3	0.3
SUMO Mot1 rescue	-1.6	576.4*	.	-3.1
E coli growth	0.6	-3.1	-1.9	-1.0
HTR5A ag	-3.0	-3.0	1.1	0.6
OPRM1-OPRD1 ag	-2.1	-2.8	-1.0	-2.2
PKA-R1A act	-17.0	-1.2	-14.2	-14.8
OPRM1-OPRD1 inv	11.0	14.0	5.4	11.5
HTR5A inv ag	-6.6	0.0	-14.5	-13.5
phage Ecoli inh	2.9	2.5	0.5	4.1
PfHsp90 yeast 2	7.4	-16.7	.	-12.0
